Compound activity (PubChem BioAssay)
SIAE primary: human SIAE inhibitors, primary screen, biochemical, fluorescence polarization, FP-Rh probe, 1536-well HTS. SIAE FP-Rh probe binding. inhibition, % at 9.66 µM. 0.69% of 370,000 active;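 active = inhibition above a cutoff: mean of compounds within the control limits plus 3 SD of those, cut at about 17% in these data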;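 note: 0% = plate median of compound wells and 100% = probe without SIAE protein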
UHRF1 binding: UHRF1 methylated DNA binding inhibitors, primary screen, counter-screen for MBD2 inhibitor project, biochemical, TR-FRET, human UHRF1, single concentration; E3 ubiquitin-protein ligase UHRF1 (Homo sapiens), Q96T88; UHRF1 binding to methylated oligo; inhibition, % at 4.4 µM; 0.75% of 370,000 active; AID 687016, 2013; in the data active = inhibition above about 21%;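 note: UHRF1 SRA domain binding a hemimethylated CpG hairpin DNA probe; 0% = median of test compound wells and 100% = reference inhibitor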
HTRA1 inhibitor: HTRA1 serine protease inhibitors, primary screen, biochemical, fluorescence polarization, HTS | recombinant HTRA1, FP-rhodamine activity-based probe | inhibition, % at 5.96 µM | 0.5% of 340,000 active | Q92743; in the data active = inhibition above about 36%;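 note: 0% = enzyme with DMSO and 100% = wells lacking enzyme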
TCR-CD3 inh: inhibitors of human TCR-CD3 interaction, primary screen, biochemical, fluorescence, TAMRA-labeled TCR probe; 0.37% of 360,000 active; T-cell receptor (TCR); AID 651800, 2012; inhibition, % at 9.4 µM; in the data active = inhibition above about 19%;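 note: recombinant mutant TCR 2C K166C tagged with TAMRA read by polarization; 0% = receptor in buffer alone and 100% = receptor with positive control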
NPR2 activator: human GC-B receptor activators, primary screen, HEK293 GC-B cells, cGMP TR-FRET, EC30 CNP; 0.11% of 370,000 active; Atrial natriuretic peptide receptor 2 (Homo sapiens), P20594; AID 1920062, 2024; activation, % at 10 µM; 0% at EC30 CNP, 100% saturating CNP;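 active = activation at 10 µM reaching about 35% in either raw or pattern-adjusted values, limit read from the data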
MBD2 inh: inhibitors of MBD2 binding to methylated DNA, primary screen, biochemical, TR-FRET, DNA-binding domain, human | Methyl-CpG-binding domain protein 2 (Homo sapiens), Q9UBB5 | MBD2 binding to methylated oligonucleotide | inhibition, % at 4.4 µM | 0.31% of 370,000 active; in the data active = inhibition above about 13%
rCAG binder: binders of r(CAG) RNA repeats, primary screen, biochemical, fluorescence | r(CAG) RNA repeat, TO-PRO-1 dye displacement fluorescence | inhibition, % at 3 µM | 1.3% of 370,000 active;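 active = inhibition above the plate cutoff, the mean of all test compounds on that plate plus 3 SD, cut at about 35% in these data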;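 note: 0% = DMSO alone and 100% = 100 µM mitoxantrone as full dye displacement; higher means more dye released from RNA so lower well fluorescence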
mABHD4 FP: ABHD4 inhibitors, primary screen, biochemical, fluorescence polarization, mouse; (Lyso)-N-acylphosphatidylethanolamine lipase (Mus musculus), Q8VD66; purified mABHD4, FP-Rh probe fluorescence polarization; inhibition, % at 8.92 µM; 0.54% of 370,000 active; AID 720543, 2013;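 active = inhibition exceeding the mean over every tested compound plus 3 SD, cut at about 30% in these data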;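 note: 0% = plate median of compound wells and 100% = S159A mutant with DMSO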
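Material: mouse ABHD4 enzyme, wild type; Benchmarks: S159A mutant high control, sample median low control; Buffer or medium: HEPES pH 7.0, NaCl, Pluronic buffer; Signal: fluorescence polarization; Read-out: percent inhibition of probe binding, normalized to plate controls; Timing: pre-incubation 45 min, probe exposure 60 min, at 25 °C; Dosing: 8.92 µM, single dose.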
NPR1 activator: GC-A stimulated cGMP production enhancers – HEK293 GC-A cells, cGMP TR-FRET, EC30 ANP, primary screen; 0% at EC30 ANP, 100% saturating ANP; activation, % at 10 µM; 0.14% of 370,000 active; AID 1671463, 2021; in the data active = activation above about 40%
Target sequence (P16066 whole entry, looked up): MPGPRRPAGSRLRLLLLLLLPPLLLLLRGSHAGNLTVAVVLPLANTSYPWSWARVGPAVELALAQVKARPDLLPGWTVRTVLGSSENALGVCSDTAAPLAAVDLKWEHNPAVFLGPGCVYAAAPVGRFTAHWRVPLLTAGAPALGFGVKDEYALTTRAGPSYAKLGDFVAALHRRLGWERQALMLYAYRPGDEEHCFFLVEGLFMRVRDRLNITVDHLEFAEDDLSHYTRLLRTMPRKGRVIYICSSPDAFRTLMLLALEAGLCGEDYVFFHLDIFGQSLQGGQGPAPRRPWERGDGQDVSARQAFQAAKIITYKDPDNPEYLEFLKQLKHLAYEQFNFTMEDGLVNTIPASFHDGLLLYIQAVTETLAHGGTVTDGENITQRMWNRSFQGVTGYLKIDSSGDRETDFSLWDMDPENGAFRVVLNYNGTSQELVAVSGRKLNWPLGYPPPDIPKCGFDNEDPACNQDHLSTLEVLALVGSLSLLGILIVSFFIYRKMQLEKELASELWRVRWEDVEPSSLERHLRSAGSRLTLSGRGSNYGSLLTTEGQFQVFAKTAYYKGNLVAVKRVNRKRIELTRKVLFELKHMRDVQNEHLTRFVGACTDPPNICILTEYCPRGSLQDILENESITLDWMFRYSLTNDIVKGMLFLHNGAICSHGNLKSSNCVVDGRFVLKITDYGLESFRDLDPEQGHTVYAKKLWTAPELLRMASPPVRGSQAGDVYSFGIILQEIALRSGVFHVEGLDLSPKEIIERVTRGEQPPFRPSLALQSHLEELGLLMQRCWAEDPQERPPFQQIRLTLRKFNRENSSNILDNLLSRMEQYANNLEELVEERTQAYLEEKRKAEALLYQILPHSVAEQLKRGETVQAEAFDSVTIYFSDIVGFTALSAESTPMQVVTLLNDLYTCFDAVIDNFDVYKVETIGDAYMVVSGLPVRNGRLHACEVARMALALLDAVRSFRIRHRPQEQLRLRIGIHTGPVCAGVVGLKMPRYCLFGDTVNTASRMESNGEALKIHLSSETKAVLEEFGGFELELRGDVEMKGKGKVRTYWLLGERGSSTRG
PRMT1 FP inh: PRMT1 methyltransferase inhibitors, primary screen, biochemical, fluorescence polarization; Protein arginine N-methyltransferase 1 (Homo sapiens), Q99873; inhibition, % at 2.79 µM; 1.3% of 370,000 active; recombinant PRMT1, activity-based probe fluorescence polarization;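 active = inhibition above about 21% made by adding two undisclosed values, limit read from the data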
Active calls of the source: *; nt = no result given; + = active, no number. A portion of the library (hit frequency here may not be typical).

SMILES	SIAE primary	UHRF1 binding	HTRA1 inhibitor	TCR-CD3 inh	NPR2 activator	MBD2 inh	rCAG binder	mABHD4 FP	NPR1 activator	PRMT1 FP inh
CCOCCCNC(=S)N1CCC(C(=O)c2ccc(C)cc2)CC1	-9	1	4	2	-3	-1	-7	-1	-3	3
CC(=O)c1cccc(OCc2cc(C(=O)N3CCSCC3)no2)c1	-6	0	-3	-4	1	-6	0	-10	-4	-3
CCOC(=O)NC(Nc1ccc(OC)cc1)(C(F)(F)F)C(F)(F)F	8	-1	5	-1	0	3	-1	12	-4	-2
CC(C)(C)c1ccc(C(=O)NNC(=O)c2cccc(Br)c2)cc1	-1	-4	-4	-5	-3	-7	-1	-7	-1	-3
Cc1ccc2c(Cn3cc(C(F)(F)F)cc(Cl)c3=O)cc(=O)oc2c1	2	3	nt	2	0	-5	-1	-3	-2	6
N#C/C(=C\c1ccccc1OCc1ccc(C(=O)O)cc1)c1ccccc1	-9	-1	-30	8	-8	-2	35*	-2	0	4
CCC(=O)Nc1ccc(Cl)c(-c2nc3ncccc3o2)c1	-7	-2	-5	10	-3	0	3	-3	-1	3
CC(=O)Nc1ccc2c(CSc3nncs3)cc(=O)oc2c1	-2	20	1	1	-6	0	0	3	6	4
CCCCC(=O)N(C)c1c(CC)nc2c(OCC(N)=O)cccn12	3	-1	nt	2	-4	0	2	-5	-3	2
COCCn1c(SCC(=O)Nc2cc(Cl)ccc2OC)nc2c(c1=O)SC(C)C2 (stereo unspecified)	-2	-3	-8	-2	-2	4	0	-2	-4	-2
O=C(COC(=O)CNC(=O)c1ccccc1)NC1CCCCC1	7	0	10	1	-3	0	-1	3	0	-4
CCCC(=O)Nc1ccc(C(=O)/C=C/c2ccc(SC)cc2)cc1	-14	-2	-67	11	-3	1	6	-25	6	-1
COc1ccc(C2CC(c3ccc(Br)cc3)=NN2C(=O)c2cccnc2)cc1 (stereo unspecified)	-5	2	-60	-5	-1	4	-1	4	1	-1
C[C@H]1COc2cc(N3CCOCC3)ccc2S(=O)(=O)N1	0	13	nt	-7	4	5	-1	3	1	-1
CCN(C(=O)Cn1ccc(C(F)(F)F)n1)c1c(N)n(Cc2ccccc2)c(=O)[nH]c1=O	7	-1	1	-4	2	4	0	-5	3	5

The list goes on; it opens with the 3 that closed the last part.
SMILES	SIAE primary	UHRF1 binding	HTRA1 inhibitor	TCR-CD3 inh	NPR2 activator	MBD2 inh	rCAG binder	mABHD4 FP	NPR1 activator	PRMT1 FP inh
COc1ccc(C2CC(c3ccc(Br)cc3)=NN2C(=O)c2cccnc2)cc1 (stereo unspecified)	-5	2	-60	-5	-1	4	-1	4	1	-1
C[C@H]1COc2cc(N3CCOCC3)ccc2S(=O)(=O)N1	0	13	nt	-7	4	5	-1	3	1	-1
CCN(C(=O)Cn1ccc(C(F)(F)F)n1)c1c(N)n(Cc2ccccc2)c(=O)[nH]c1=O	7	-1	1	-4	2	4	0	-5	3	5
c1ccc(CSc2ccc(-c3ccccn3)nn2)nc1	2	-1	1	5	3	1	-2	2	3	-4
O=C(Nc1ccc(C(=O)N2CCOCC2)cc1)Nc1ccc(Cl)cc1Cl	-8	0	-9	1	-8	1	-1	-3	5	-1
COc1cccc(OC)c1C(=O)O/N=C(\N)c1ccncc1	-2	3	6	-3	-7	5	-7	-3	5	-1
O=C(NC(=S)Nc1ccc([N+](=O)[O-])cc1O)C1CCCCC1	0	-1	1	-1	9	-7	2	8	0	3
O=C(Cn1ccc2ccccc2c1=O)NCC(=O)Nc1ccc(F)cc1F	-4	-5	5	5	2	-1	1	1	4	-3
CCOCCc1nnc(NC(=O)Cc2ccccc2)s1	-1	-1	2	3	2	2	-4	1	0	-2
Cc1noc(C)c1CCC(=O)O	-1	1	6	-2	-2	8	0	7	3	5
Clc1ccc(N2CCN(c3ncnc4c3oc3ccccc34)CC2)cc1	5	-2	-11	0	-6	2	2	-3	8	-1
CCNC(=S)NCc1ccco1	8	-4	-3	1	2	-4	2	-12	1	-6
CC(C)(C)c1cc(CN2CCCC(O)C2)c(O)c(C(C)(C)C)c1 (stereo unspecified)	8	16	-6	-1	2	3	-4	15	0	-2
O=C(OCC(=O)C12CC3CC(CC(C3)C1)C2)c1cnccn1	0	2	2	-14	-5	3	-1	-2	3	-2
CCOC(=O)C1=C(C)N(C)C(=S)NC1c1ccccc1Cl (stereo unspecified)	-2	-1	-6	10	32	-4	-3	3	26	-1
CCOC(=O)c1ccc(NC(=O)COc2ccc(S(=O)(=O)N3CCCC3)cc2)cc1	-17	4	-11	-7	-3	8	-6	-14	-1	7
NC(=O)c1cccc(-c2ccnc3c2CC(C(=O)NCc2ccc(F)c(F)c2)O3)c1 (stereo unspecified)	-8	-2	nt	6	-6	4	1	-2	-8	-3
COc1ccc(NC(=O)C2C3C=CC(C3)C2C(=O)NCc2ccco2)c(OC)c1 (stereo unspecified)	1	-3	2	1	5	-3	-4	-4	-2	0
CCOC(=O)c1cnc(SCC(=O)Nc2nnc(CC)s2)nc1N	-3	-1	-5	0	-4	2	0	-2	2	2
O=C1SCCc2c1n(Cc1ccccc1)c1ccccc21	10	3	-36	-5	19	4	6	-21	16	3
Cn1nnnc1SCC(=O)N1CCc2ccccc2C1	7	-1	-2	4	7	2	-3	8	5	2
COC(=O)N(C)C[C@@H]1OCc2cn(nn2)CCCC(=O)N([C@@H](C)CO)C[C@H]1C	-6	-3	3	4	0	-3	1	-3	4	3
CCOC(=O)c1cnn(-c2cccc(Cl)c2)c1N	1	2	-2	8	-3	-1	3	-3	2	-1
Cc1c(OC(C(=O)O)c2ccccc2)ccc2c1oc(=O)c1ccccc12 (stereo unspecified)	-9	4	-8	19*	3	3	36*	-2	-4	6
COc1cc(OC)cc(C(=O)O/N=C(\N)c2cccc(C)c2)c1	-7	2	0	-5	-4	3	2	5	0	6
S=c1[nH]nc(CSCc2ccc(Cl)cc2Cl)n1-c1ccccc1	-1	-3	-9	0	-7	8	14	-5	2	22*
S=C(NCCOCCOCCNC(=S)Nc1ccccc1)Nc1ccccc1	4	2	2	-7	1	8	0	2	3	3
Cc1[nH]c2ccc(F)cc2c(=O)c1SC(F)(F)C(F)F	9	-4	-6	-3	2	-4	5	-7	-1	3
CCN1CCN(C(c2cccs2)C(C)NC(=O)c2cccc(OC)c2OC)CC1 (stereo unspecified)	-10	0	3	2	-2	-1	-8	-1	5	-2
Cc1ccc(-n2nc(C)c(C(=O)O)n2)c(C)c1	2	-2	1	4	4	-1	3	0	-3	0
COc1ccc(NC(=O)CCSc2ccc(F)cc2)cc1	12	1	-2	-1	-3	4	-5	2	-1	3
Cc1ccc(CNCCCSc2ncccn2)cc1	-2	1	1	8	2	-4	1	4	1	0
CCN(CCNC(=O)CS(=O)(=O)Cc1nc(-c2cccc(OC)c2)oc1C)c1ccccc1	4	-1	-8	10	1	1	-3	-6	-30	1
Cc1ccccc1-n1nc2c(c1NC(=O)C1CCCC1)CS(=O)(=O)C2	1	0	3	5	1	1	-1	-2	2	-2
N#Cc1ccccc1NC(=O)CSc1nnc(-c2ccccc2)n1-c1ccccc1	-4	2	-7	0	-6	2	-1	5	-4	4
O=C(CC(=O)Nc1ccc(F)cc1F)Nc1ccc(F)cc1F	-7	4	2	-8	0	-4	3	-10	0	-3
COc1ccc(/C=N\NC(=O)c2ccccc2OC)cc1COc1c(F)c(F)c(F)c(F)c1F	-24	4	-62	-4	2	1	-1	-28	-4	-2
O=C(COc1ccccc1)NC1CCCCC1	1	4	3	-11	1	-2	-2	-2	-8	3
O=C(CN1CCN(S(=O)(=O)c2ccc(F)cc2)CC1)NC1CCCC1	-2	-1	3	4	4	0	-4	10	0	1
COc1ccc(CCN2C(=O)CC(N3CCOCC3)C2=O)cc1 (stereo unspecified)	-4	3	-11	-4	2	1	6	5	7	5
Cc1[nH]n(-c2nc(-c3ccc(Cl)cc3)cs2)c(=O)c1N=Nc1ccc(O)cc1	11	-2	nt	2	-7	-2	4	5	-4	-10
CCCCCn1c(=O)[nH]c2cc(C(=O)NCCCN3CCCCC3CC)ccc2c1=O (stereo unspecified)	-16	-1	-3	-6	4	-2	14	3	0	-4
CNc1ncnc2c1cnn2C1CCCCO1 (stereo unspecified)	-5	0	1	6	-1	0	0	0	2	-1
Cc1ccc(NCc2nnc3n2CCCCC3)cc1	1	5	-6	-3	0	0	0	3	5	3
COc1ccc(CN(C)C(=O)Cc2ccc(OC)c(S(=O)(=O)N3CCOCC3)c2)cc1	-11	0	2	0	-5	0	0	-5	-1	-8
CCn1cnc2sc(C(=O)Oc3ccc(Br)cc3)c(C)c2c1=O	6	1	nt	4	-4	-4	-1	1	20	-2
COc1ccccc1CNC(=O)NCCCN1CCN(c2ccc(F)cc2)CC1	3	3	nt	nt	-7	2	2	3	3	1
CO/C([O-])=N/c1c[n+](-c2ccc(C)cc2)no1	9	-2	2	-2	-1	3	1	6	0	-1
COc1ccc2c(c1OC)C(=O)N(c1ccc(O)cc1)C2	-2	-2	10	3	3	4	-1	3	-2	5
O=C(Nc1cccc(Cl)c1)NN(c1ccccc1)C1CCS(=O)(=O)C1 (stereo unspecified)	-3	16	nt	2	-12	0	3	0	-7	-2
O=C(Nc1ccc(F)cc1)/C(Cl)=C/c1ccccc1	-1	0	-13	0	-2	5	-2	-10	7	-1
COc1cc(/C=N/NC(=S)Nc2cccc(C(=O)O)c2)cc(OC)c1OC	7	-2	1	-8	1	-2	11	8	-1	1
CCS(=O)(=O)N1CCC(C(=O)NCc2ccc(OC)cc2OC)CC1	-2	0	5	7	-1	-5	-2	-1	0	-1
CCCCCc1cc(=O)oc2c(C(CCN3CCCC3)c3ccc(N(C)C)cc3)c(OC)cc(OC)c12 (stereo unspecified)	11	11	23	2	-1	3	5	18	4	-3
COCCCNc1c2c3c(cccc3[nH]c1=O)C(=O)c1ccccc1-2	-6	-150	126*	172*	0	-47	-82	109*	32	+
Fc1cccc(NC(=S)Nc2cccc3ccccc23)c1	12	-3	2	7	-3	-1	5	0	0	3
COc1ccc2nc3n(c(=O)c2c1)-c1ccc(Cl)cc1C(=O)NC3Cc1ccc(O)cc1 (stereo unspecified)	-7	0	-2	6	2	-1	4	-13	-5	-4
CCOc1ccc(N(C)S(=O)(=O)c2ccc3[nH]cc(C(=O)NCCOC)c(=O)c3c2)cc1	-3	-4	-4	2	1	-3	9	0	0	-3
COC(=O)c1ccc2c(=O)n(Cc3ccc4c(c3)OCO4)c(=S)[nH]c2c1	-4	-2	1	3	1	4	6	-9	-5	-1
c1ccc(CN2CCN(c3ncccn3)CC2)cc1	-8	4	-1	-2	3	6	-5	-3	3	5
